Keap1-Nrf2 PPI: disrupts human Keap1 binding to Nrf2 peptide | Keap1 Kelch-Nrf2 peptide fluorescence polarization, 1536-well | inhibition, % at 9.4 µM | hit rate 0.15% among 340,000; in the data active means inhibition above about 12%;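 further: human Keap1 Kelch domain with fluorescein labeled Nrf2 9mer peptide probe; 0% = neutral control wells and 100% = peptide positive control; higher means more block of Keap1 binding to Nrf2 peptide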
C-LANA FP: blocks KSHV LANA C-terminal domain binding to DNA. MBP-C-LANA/FAM-LBS DNA binding, fluorescence polarization. inhibition, % at 9 µM. hit rate 0.078% among 340,000. AID 504423;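 active means highest replicate inhibition at or above 60% at 9 µM, even if other replicates fall short; inactive means all replicates below 60% inhibition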;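 further: 0% = neutral control wells and 100% = 4 µM acridine orange control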
DAGLB inhibitor: diacylglycerol lipase beta (human) inhibition; Q8NCG7; HEK293T DAGLB membrane lysate, EnzChek fluorogenic substrate; inhibition, % at 5.17 µM; hit rate 0.059% among 340,000; AID 504411; in the data active means inhibition above about 34%;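 further: 0% = enzyme with vehicle and 100% = wells lacking enzyme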
Target sequence (Q8NCG7 whole entry, looked up): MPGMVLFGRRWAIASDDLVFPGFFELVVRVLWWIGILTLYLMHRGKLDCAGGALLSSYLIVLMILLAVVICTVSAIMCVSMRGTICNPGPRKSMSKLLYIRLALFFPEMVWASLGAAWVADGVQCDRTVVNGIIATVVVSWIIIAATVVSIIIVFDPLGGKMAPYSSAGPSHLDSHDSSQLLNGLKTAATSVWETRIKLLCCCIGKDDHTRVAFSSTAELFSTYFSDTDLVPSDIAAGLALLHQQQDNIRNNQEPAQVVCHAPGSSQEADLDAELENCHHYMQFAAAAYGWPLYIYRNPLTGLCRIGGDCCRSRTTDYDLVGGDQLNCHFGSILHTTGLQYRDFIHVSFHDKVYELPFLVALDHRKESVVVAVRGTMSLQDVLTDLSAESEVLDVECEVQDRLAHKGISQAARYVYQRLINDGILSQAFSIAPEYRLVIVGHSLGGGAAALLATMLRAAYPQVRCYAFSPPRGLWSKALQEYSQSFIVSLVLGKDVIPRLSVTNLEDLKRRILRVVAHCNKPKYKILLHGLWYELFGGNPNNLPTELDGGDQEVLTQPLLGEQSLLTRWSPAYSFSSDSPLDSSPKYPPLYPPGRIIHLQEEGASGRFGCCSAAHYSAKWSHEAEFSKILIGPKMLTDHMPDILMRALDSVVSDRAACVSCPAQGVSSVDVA
CAL PDZ FP-1: blocks peptide binding to the human CAL PDZ domain; purified CAL PDZ, TMR-peptide fluorescence polarization, 1 h; inhibition, % at 24.9 µM; AID 602252; hit rate 0.92% among 300,000;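 active means mean inhibition of at least 30% with at least half of replicates also reaching 30%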;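 further: 0% = DMSO neutral control and 100% = excess unlabeled competitor peptide PRC23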
CAL PDZ FP-2: human CAL PDZ-peptide interaction inhibition | purified CAL PDZ, TMR-peptide fluorescence polarization, 1 h | AID 504414 | hit rate 0.02% among 330,000 | inhibition, % at 20 µM;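 active means highest replicate inhibition of at least 40%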;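 further: plate controls were DMSO neutral control wells for no effect and unlabeled competitor peptide control wells for full effect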
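Material: tagged CAL PDZ domain; buffer or medium: 25 mM sodium phosphate pH 7.4, 150 mM NaCl, TCEP, IgG, Thesit; compound dosing: single point, 20 µM; schedule: 1 h incubation at room temperature before polarization reading; measured by: FP readout, S and P plane fluorescence; read-out basis: percent inhibition from loss of millipolarization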
RTF Ca sens inh: cardiac RTF calcium desensitization; P19429+P45379; IANBD-labeled cardiac RTF, Ca2+ fluorescence; inhibition, % at 7.15 µM; hit rate 0.12% among 340,000; AID 493244;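 active means inhibition above the mean inhibition of all tested compounds plus 3 SD, cut at about 17% in these data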;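 further: assay run at fixed EC70 calcium of 1.6 mM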
SR-BI uptake up: activators of SR-BI mediated HDL lipid uptake; CHO ldlA[mSR-BI] cells, DiI-HDL uptake fluorescence, 3 h; 100 = double the neutral-control signal; hit rate 0.096% among 320,000; activation, % at 12.5 µM;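 active means mean replicate activation of at least 60% and every replicate at or above 60%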;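 further: 0% = median plate neutral-control signal and 100% = twice that signal; values of inactives mirror those of a sister screen read the other way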
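system = CHO ldlA[mSR-BI] cells, LDL receptor-null, SR-BI overexpressing | medium = Ham's F12 with 0.5% BSA, HEPES 25 mM, pH 7.4 | probe or stimulus = DiI-HDL 10 µg/mL | compound dosing = single-point compound dose | incubation = compound exposure 3 h, 37 °C | technique = DiI fluorescence, bottom read | read-out = cell-associated DiI fluorescence as measure of HDL uptake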
Rtt109 HAT inh: C. albicans Rtt109 histone acetyltransferase inhibition; purified Rtt109/Vps75, ThioGlo CoA-SH fluorescence, 4 h; inhibition, % at 34.9 µM; hit rate 0.16% among 330,000; AID 540336;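 active means inhibition of at least 50% in every replicate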
Target sequence (Q5AAJ8 whole entry, looked up): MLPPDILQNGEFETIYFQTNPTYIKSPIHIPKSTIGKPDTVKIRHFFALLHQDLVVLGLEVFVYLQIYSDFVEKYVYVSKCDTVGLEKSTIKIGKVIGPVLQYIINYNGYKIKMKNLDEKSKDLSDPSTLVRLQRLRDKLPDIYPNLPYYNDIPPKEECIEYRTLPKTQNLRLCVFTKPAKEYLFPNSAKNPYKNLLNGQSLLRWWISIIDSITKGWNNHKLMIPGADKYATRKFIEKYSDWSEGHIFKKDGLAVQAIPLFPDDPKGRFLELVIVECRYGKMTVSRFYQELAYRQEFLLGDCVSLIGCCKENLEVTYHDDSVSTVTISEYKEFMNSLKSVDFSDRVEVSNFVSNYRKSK
cardiac RTF act: cardiac RTF calcium sensitization. IANBD-labeled TnC RTF fluorescence at EC20 calcium; 0% EC20 calcium, 100% full calcium. activation, % at 7.2 µM. P19429+P45379. hit rate 0.24% among 340,000;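 active means activation above the mean over all tested compounds plus 3 SD, cut at about 30% in these data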;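 further: rise in fluorescence read as greater calcium sensitivity of cardiac thin filaments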
PKA-R2B activ: activates the human PKA-R2B holoenzyme complex; P22694+P31323; PKA-R2B holoenzyme dissociation, Cy5-IP20 fluorescence polarization; R2B truncated from residue 108, S112A mutant; 0% DMSO only, 100% 113 µM cGMP; activation, % at 11.4 µM; hit rate 0.079% among 340,000; AID 504700;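 active means activation above a cutoff set at the mean over all compounds plus 3 SD, cut at about 18% in these data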;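 further: higher means more holoenzyme dissociation and a rise in polarization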
Starred values were filed as active, the others as inactive; · = no result given. Rows were taken by chance, and some 1.6% of all compounds hit somewhere here.

SMILES | Keap1-Nrf2 PPI | C-LANA FP | DAGLB inhibitor | CAL PDZ FP-1 | CAL PDZ FP-2 | RTF Ca sens inh | SR-BI uptake up | Rtt109 HAT inh | cardiac RTF act | PKA-R2B activ
O=C(CCn1c(=S)[nH]c2cc3c(cc2c1=O)OCO3)NCc1ccccc1Cl | -2 | 1.2 | 1 | -2 | -2.0 | 4 | 4 | 0 | 7 | -16
CC(C)(C)c1ccc(C(=O)OCC(=O)Nc2sc3c(c2C#N)CCC3)cc1 | -5 | -1.0 | -2 | 5 | -0.4 | -2 | 4 | 3 | -1 | 2
CC1CCN(CC(=O)Nc2ccccc2Sc2ccccc2)CC1 | 1 | 0.6 | -16 | -3 | -0.5 | -11 | -2 | 9 | 0 | -4
O=S(=O)(N/N=C\C=C\c1ccccc1)c1ccc(Br)cc1 | -5 | -0.7 | -2 | · | -0.7 | -6 | -9 | 0 | -2 | -9
Cc1cccn2c(=O)nc(SCC(=O)N3CC(C)OC(C)C3)nc12 (stereo not given) | 1 | 1.3 | 1 | -14 | -2.1 | -22 | -3 | -2 | 1 | -4
COCCNC(=O)CN(Cc1ccccc1)C(=O)CCC(=O)Nc1nccs1 | -4 | -0.5 | -3 | -3 | 0.8 | -8 | 8 | 5 | -1 | 19*
Cc1noc(NS(=O)(=O)c2ccc(NC(=O)/C=C/c3ccccc3)cc2)c1C | -5 | -0.8 | 3 | -9 | -0.1 | -5 | 15 | 4 | -4 | -6
CCN(CC(=O)Nc1ccc(NC(C)=O)cc1)C(=O)COc1ccc2ccccc2c1 | 1 | 0.0 | -1 | -4 | -1.4 | -12 | -11 | 21 | 1 | -5
Cc1ccc(/C=N/NC(=O)NC2CCCCC2)o1 | -2 | 1.0 | 0 | 3 | 0.1 | 10 | 14 | 6 | 0 | 10
Cc1ccc2[nH]c(=O)c(CC(=O)O)c(-c3ccccc3)c2c1 | 2 | 2.6 | 0 | -2 | -1.3 | -8 | 41 | 8 | -1 | 1
CCOc1ccc2ncc(S(=O)(=O)c3ccccc3)c(N3CCN(c4ccccc4)CC3)c2c1 | 3 | 0.0 | -2 | -1 | -0.4 | -18 | · | -4 | -2 | 1
O=C(NCCCn1ccnc1)c1cc(-c2cccs2)on1 | 2 | 0.2 | -1 | -5 | · | -6 | 1 | 9 | 2 | -14
CSc1nc(-c2ccc(N(C)C)cc2)c(C#N)c(=O)n1C | 0 | 30 | -7 | · | 0.8 | -6 | -31 | -6 | 2 | -2
Cc1ccc(CN2C(=O)C3CCCN3c3ncccc32)cc1 (stereo not given) | -7 | -2.6 | -9 | -5 | -0.8 | -2 | -23 | 7 | -4 | 0
CCOc1ccc(/C=C2\CCc3ccccc3C2=O)cc1 | -1 | 0.2 | -10 | -1 | 0.0 | -7 | 1 | 1 | 9 | 4
COc1ccc(N2CCN(C(=O)C3CCN(S(=O)(=O)c4cccs4)CC3)CC2)cc1 | -7 | 1.0 | 2 | 1 | -0.4 | 0 | 18 | 5 | 2 | 2
CC(OC(=O)c1nsc(Cl)c1Cl)C(=O)NC(C)(C)C (stereo not given) | -2 | 0.0 | 0 | 1 | 1.0 | 1 | 20 | -20 | 0 | -1
CCCN(C(=O)c1cc(C)ccc1C)c1c(N)n(Cc2ccccc2)c(=O)[nH]c1=O | -6 | -2.7 | 1 | -5 | 0.5 | 4 | 10 | 4 | -2 | 11
Cc1nccc(-c2sc(-c3cccs3)nc2C)n1 | 2 | -2.3 | -4 | 1 | -1.8 | -1 | -29 | 7 | 9 | 0
Brc1ccc2ncc3ccccc3c2c1 | 2 | -4.6 | -1 | -3 | -2.0 | -8 | 0 | -3 | -6 | 3
CCCCSCCCNC(=O)Nc1ccc(CC)cc1 | -4 | 0.5 | -28 | 7 | -0.8 | 1 | -4 | 4 | 6 | 1
C=CCN(c1ccc(C(=O)N2CCN(c3ccc(F)cc3)CC2)cc1)S(C)(=O)=O | -2 | 0.0 | -6 | 2 | -0.9 | -2 | -28 | -9 | -7 | -4
COC(=O)c1ccc(NC(=O)c2cc[n+](Cc3ccccc3)cc2)cc1 | -4 | -0.3 | -8 | · | -0.8 | -11 | 10 | 11 | 7 | 4
N#Cc1nc(-c2ccccc2)oc1N1CCC(C(N)=O)CC1 | 5 | -1.7 | 1 | 5 | -0.8 | -6 | -3 | 4 | 0 | 0
CCOC(=O)CN(C(=O)COc1nc(C)cc(C)c1C#N)c1ccc(Cl)cc1 | -3 | -0.1 | -4 | -6 | 0.2 | -7 | -5 | -4 | 9 | -7

The list goes on (4 carried over from the part before).
SMILES | Keap1-Nrf2 PPI | C-LANA FP | DAGLB inhibitor | CAL PDZ FP-1 | CAL PDZ FP-2 | RTF Ca sens inh | SR-BI uptake up | Rtt109 HAT inh | cardiac RTF act | PKA-R2B activ
C=CCN(c1ccc(C(=O)N2CCN(c3ccc(F)cc3)CC2)cc1)S(C)(=O)=O | -2 | 0.0 | -6 | 2 | -0.9 | -2 | -28 | -9 | -7 | -4
COC(=O)c1ccc(NC(=O)c2cc[n+](Cc3ccccc3)cc2)cc1 | -4 | -0.3 | -8 | · | -0.8 | -11 | 10 | 11 | 7 | 4
N#Cc1nc(-c2ccccc2)oc1N1CCC(C(N)=O)CC1 | 5 | -1.7 | 1 | 5 | -0.8 | -6 | -3 | 4 | 0 | 0
CCOC(=O)CN(C(=O)COc1nc(C)cc(C)c1C#N)c1ccc(Cl)cc1 | -3 | -0.1 | -4 | -6 | 0.2 | -7 | -5 | -4 | 9 | -7
CCN1/C(=C/C(C)=O)Sc2ccc(OC)cc21 | 0 | -1.9 | 1 | 48* | -0.8 | 4 | 5 | 13 | 0 | 0
CCOC(=O)C1C(C)=CC(=O)CC1c1ccco1 (stereo not given) | -3 | -0.3 | -3 | -1 | -0.8 | 5 | -6 | -25 | 7 | 8
O=C(CSc1ncn[nH]1)N(C1CCCCC1)C1CCCCC1 | -1 | -1.1 | -2 | · | -1.2 | -7 | 31 | -1 | 1 | 1
Cc1ccc(C2C(/C=C3/SC(=S)NC3=O)=C(c3cccs3)Oc3ccccc32)cc1 (stereo not given) | 2 | -0.3 | 39* | -5 | -2.7 | 3 | -53 | 27 | -32 | 8
Cc1nc2nc(NC(=O)c3ccco3)[nH]n2c(=O)c1C | 0 | 0.5 | 0 | -1 | -2.8 | -6 | 27 | 0 | 2 | 3
O=P(OCC1CCCO1)(OCC1CCCO1)OCC1CCCO1 (stereo not given) | 1 | 1.2 | 1 | -5 | 0.5 | -1 | 20 | 8 | -3 | -3
CCOc1cc(C2NC(=O)N(C)C(C)=C2[N+](=O)[O-])ccc1OC(C)=O (stereo not given) | -4 | -0.2 | 0 | 4 | -2.9 | -10 | 10 | 2 | 4 | 18
N#C/C(=C\c1c[nH]c2ccccc12)C(=O)Nc1ncc(Cc2ccc(Cl)cc2Cl)s1 | -5 | 2.6 | 1 | -1 | -2.6 | -9 | -13 | -13 | 16 | -18
C=CCSc1nc2sc(C)c(C)c2c(=O)[nH]1 | 0 | -1.9 | 1 | · | -1.4 | 2 | 11 | -7 | -8 | -9
C/C(CC(=O)Nc1ccc(N(C)C)cc1)=N\NC(=O)c1ccc(C(C)(C)C)cc1 | 0 | -4.2 | -4 | 6 | -1.0 | -3 | -20 | 3 | 0 | 7
CC1=C(C(N)=O)C(c2ccc(Cl)cc2Cl)n2ncnc2N1 (stereo not given) | -4 | 0.0 | -1 | 38* | -0.2 | -8 | 14 | -2 | 5 | 2
O=c1oc(CCCO)cc2ccc(C#Cc3ccsc3)cc12 | -4 | 1.8 | -1 | -1 | -5.2 | 0 | -14 | -6 | -5 | -4
CCCCOCCCNC(=O)c1cccs1 | -2 | 0.1 | 0 | -1 | -0.9 | -14 | -13 | · | 4 | -1
Cc1ccc(CNS(=O)(=O)c2cc(F)ccc2CN2C(=O)c3cccnc3C2=O)o1 | -3 | 1.0 | 1 | -3 | -2.8 | 3 | 5 | -5 | 3 | -7
Cc1nnc(SCC(=O)Nc2ccc(Cl)cn2)n1Cc1ccccc1 | -5 | 1.2 | 1 | 4 | -2.5 | 9 | -15 | -1 | 12 | -7
O=C1N(Cc2cccc(Cl)c2)C[C@@H]2C[C@@H](c3cccc4cccnc34)N3CCC[C@@]123 | -4 | 0.3 | 0 | 0 | -2.1 | -9 | -7 | 4 | 10 | 4
COc1ccc(CNC(=O)Cn2cc(C(F)(F)F)ccc2=O)cc1OC | -4 | -1.9 | -1 | 2 | -1.9 | -1 | -12 | 2 | 2 | 2
Cc1ccc(C2=N/C(=C\c3cccc(F)c3)C(=O)O2)cc1 | 3 | 0.1 | 2 | 2 | -0.2 | 3 | 45 | 2 | -4 | 6
CC(NC(=O)c1cc([N+](=O)[O-])cc([N+](=O)[O-])c1)c1ccc(-n2ccnc2)cc1 (stereo not given) | 3 | 0.8 | 0 | · | -0.2 | -2 | · | 7 | 2 | 1
CCC1Nc2ncnc(N3CCc4ccccc4C3)c2N(Cc2ccc(Cl)cc2)C1=O (stereo not given) | -8 | 0.3 | 2 | -4 | 1.1 | -20 | 3 | 2 | 2 | 0
O=C(COn1nnc2ccc(Cl)cc21)NCc1ccccc1 | -4 | -2.4 | -5 | 1 | -0.5 | -4 | 4 | -3 | -2 | -8
COc1ccccc1NC(=O)NC(=O)N(C(C)C)S(C)(=O)=O | -1 | 0.9 | 1 | 0 | -0.4 | 3 | -21 | -10 | -4 | 2
COc1cc(NC(=S)Nc2ccc(OC(F)F)cc2)cc(OC)c1 | -2 | -0.7 | 1 | -4 | 0.5 | -14 | · | 1 | 1 | 3
Cc1ccc(C)c(C(C)NC(=O)C2CCCC2)c1 (stereo not given) | -5 | -1.8 | 3 | -4 | -0.2 | -5 | 11 | -1 | -7 | 2
Cc1nn(CC(=O)N(C)C2CCS(=O)(=O)C2)c(C)c1S(=O)(=O)N(C)C (stereo not given) | -3 | -0.8 | -1 | 0 | -0.5 | -12 | 3 | -4 | -1 | -8

Two records picked at random from those above:
SMILES | Keap1-Nrf2 PPI | C-LANA FP | DAGLB inhibitor | CAL PDZ FP-1 | CAL PDZ FP-2 | RTF Ca sens inh | SR-BI uptake up | Rtt109 HAT inh | cardiac RTF act | PKA-R2B activ
O=C1N(Cc2cccc(Cl)c2)C[C@@H]2C[C@@H](c3cccc4cccnc34)N3CCC[C@@]123 | -4 | 0.3 | 0 | 0 | -2.1 | -9 | -7 | 4 | 10 | 4
Cc1ccc(C)c(C(C)NC(=O)C2CCCC2)c1 (stereo not given) | -5 | -1.8 | 3 | -4 | -0.2 | -5 | 11 | -1 | -7 | 2

High-throughput results (PubChem)
